High-throughput results deposited in PubChem BioAssay by Sanford-Burnham Center for Chemical Genomics.
NR3A LBD binder = NR3A (human) ligand-binding domain modulation | NR3A LBD differential scanning fluorimetry, Tm shift; 0% = protein alone, 100% = glycine-bound protein | 2.5% of 340,000 active | Tm shift relative to glycine control, % at 25 µM;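 active = melting temperature shift of at least 10% of the positive control shift, at one fixed dose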
SENP7 block = SENP7 protease inhibition; Q9BQF6; recombinant SENP7, Z-RLRGG-aminoluciferin luminescence, 40 min; inhibition, % at 5 µM; 1.5% of 330,000 active; AID 434973;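 active = inhibition above about 50% at the single test dose, limit read from the data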;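 note: plate controls were DMSO with enzyme for no effect and no enzyme buffer wells for full effect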
Target sequence (Q9BQF6 706-1050 limits assumed): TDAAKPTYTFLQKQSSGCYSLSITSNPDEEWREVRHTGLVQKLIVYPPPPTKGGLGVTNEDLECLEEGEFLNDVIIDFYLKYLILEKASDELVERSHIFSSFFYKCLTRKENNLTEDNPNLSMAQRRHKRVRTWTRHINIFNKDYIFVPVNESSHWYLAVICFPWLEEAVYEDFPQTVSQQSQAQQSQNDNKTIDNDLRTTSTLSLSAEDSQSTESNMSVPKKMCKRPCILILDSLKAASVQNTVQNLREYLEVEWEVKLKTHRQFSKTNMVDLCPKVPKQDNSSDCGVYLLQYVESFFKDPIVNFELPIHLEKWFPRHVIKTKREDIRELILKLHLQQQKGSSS
HKDC1 inhibitor = inhibitors of human hexokinase HKDC1. Q2TB90. recombinant HKDC1, G6PDH/diaphorase resazurin coupled fluorescence. inhibition, % at 20 µM. 0.16% of 340,000 active. AID 493160;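 active = inhibition above about 35% when tested at 20 µM, limit read from the data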;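 note: plate controls were DMSO wells with enzyme for no effect and DMSO wells lacking enzyme for full effect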
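test system = in-house recombinant HK5 (HKDC1) enzyme | amount = HKDC1 at 5 µg/mL | control set = DMSO-enzyme wells negative, buffer-substituted wells positive | compound = one dose of 20 µM, 1% DMSO | schedule = reaction time 90 min, room temperature, protected from light | technique = resorufin fluorescence at 613 nm | reagent = glucose with 1 mM ATP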
SENP8 block = blocks human SENP8 cleavage of Nedd8 substrate | inhibition, % at 20 µM | recombinant SENP8, Nedd8 substrate fluorescence | 0.64% of 360,000 active | Q96LD8; in the data active = inhibition mostly above about 40%, no sharp cut-off; inactive = mostly below about 27%
Target sequence (Q96LD8 whole entry, looked up): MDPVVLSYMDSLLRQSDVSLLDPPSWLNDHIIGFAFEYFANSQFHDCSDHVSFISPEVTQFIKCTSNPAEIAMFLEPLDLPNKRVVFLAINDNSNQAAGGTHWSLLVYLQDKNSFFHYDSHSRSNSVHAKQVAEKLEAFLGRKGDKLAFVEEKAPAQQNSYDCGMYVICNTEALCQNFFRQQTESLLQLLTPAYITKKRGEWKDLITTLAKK
ATG4B inhibitor = blocks human ATG4B protease cleavage of LC3 substrate | ATG4B cleavage of LC3-PLA2, NBD-HPC fluorescence, 1 h | inhibition, % at 8.33 µM | 0.51% of 340,000 active; in the data active = inhibition above about 40%
PfGluPho inh = PfG6PD (Plasmodium falciparum) enzyme inhibition. 0.78% of 350,000 active. PfGluPho enzyme, NADPH resazurin-diaphorase fluorescence. inhibition, % at 20 µM;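 active = inhibition reaching at least a set limit at 20 µM in the primary screen, cut at about 59% in these data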;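 note: 0% = DMSO wells with substrate and 100% = DMSO wells lacking glucose-6-phosphate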
SENP6 block = blocks the human protease SENP6 | Q9GZR1 | Recombinant SENP6 catalytic domain, aminoluciferin luminescence | inhibition, % at 10 µM | 1.8% of 330,000 active;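 active = inhibition above about 50% at the single tested dose, limit read from the data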;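 note: plate controls were DMSO wells with enzyme for no effect and DMSO wells lacking enzyme for full effect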
Target sequence (Q9GZR1 628-1112 limits assumed): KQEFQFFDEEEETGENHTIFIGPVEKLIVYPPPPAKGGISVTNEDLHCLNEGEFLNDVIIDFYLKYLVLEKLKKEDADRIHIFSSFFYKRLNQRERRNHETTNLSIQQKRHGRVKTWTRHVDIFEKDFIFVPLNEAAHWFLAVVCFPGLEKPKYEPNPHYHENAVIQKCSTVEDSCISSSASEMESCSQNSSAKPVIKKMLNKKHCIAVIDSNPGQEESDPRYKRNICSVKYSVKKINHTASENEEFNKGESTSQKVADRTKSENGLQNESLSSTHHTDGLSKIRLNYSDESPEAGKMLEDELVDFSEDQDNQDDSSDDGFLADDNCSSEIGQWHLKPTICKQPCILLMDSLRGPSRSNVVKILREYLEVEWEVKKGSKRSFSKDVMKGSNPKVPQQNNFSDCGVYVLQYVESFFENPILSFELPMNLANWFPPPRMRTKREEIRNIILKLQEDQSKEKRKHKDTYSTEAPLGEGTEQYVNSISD
MPTP block = permeability transition pore inhibition. isolated mouse mitochondria, Ca2+ swelling absorbance, 30 min. inhibition, % at 10 µM. 1.4% of 360,000 active;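 active = inhibition of 50% or more, scaled per plate between neutral and stimulator controls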;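 note: 0% = DMSO wells given calcium and 100% = 1 mM EGTA wells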
Starred values were filed as active, the others as inactive; i = inactive; · = no result given.

Order of values: NR3A LBD binder | SENP7 block | HKDC1 inhibitor | SENP8 block | ATG4B inhibitor | PfGluPho inh | SENP6 block | MPTP block
> Cc1ccc(C)c(NS(=O)(=O)c2cc(C(=O)Nc3ccccc3-c3ccccc3)ccc2Cl)c1
  0 | 7 | -4 | 13 | 11 | -14 | 4 | 2.4
> Cc1ccc(-c2nc(N)sc2CC(=O)OCC(=O)N2C(C)CCCC2C)cc1 (centres undefined)
  -8 | 0 | -14 | 0 | -3 | 26 | -9 | 1.6
> O=C(CSc1nc(=O)n(CCCN2CCOCC2)c2c1CCCC2)Nc1cccc([N+](=O)[O-])c1
  -1 | -9 | 3 | 22 | -4 | 10 | -6 | -0.1
> Cc1cc(NC(=O)c2ccccc2C)no1
  -2 | 4 | -7 | 12 | -3 | -15 | -2 | 0.1
> Cc1nc2c(cnn2-c2ccccc2Cl)c(=O)n1-c1ccc(C(C)C)cc1
  1 | -1 | 0 | 16 | 4 | -4 | -2 | 1.6
> O=C(/C=C/c1ccccc1Cl)NCCCn1ccnc1
  -4 | -2 | -8 | 17 | -14 | 5 | 16 | -0.4
> O=C(/C=C/c1ccco1)c1ccc(NC(=O)C23CC4CC(CC(C4)C2)C3)cc1
  3 | -8 | 20 | -38 | 13 | 27 | -12 | 3.3
> COc1ccc(CNC(=O)COC(=O)CO/N=C(\C)c2ccc3c(c2)OCO3)cc1
  2 | -11 | -2 | 5 | -9 | 8 | 2 | 0.1
> c1ccc(-c2c[nH]c3[n+]2CCCCC3)cc1
  1 | 1 | -3 | 18 | 4 | -6 | -4 | 0.2
> O=C1OCCN1c1c(-c2ccccc2)c(-c2cccs2)nc2c(-c3ccccc3)cccc12
  1 | 5 | 2 | i | -6 | -8 | -11 | 1.4
> COc1ccc(/C=C2/C(=O)ON=C2c2ccccc2)cc1OC
  3 | 0 | 8 | 4 | -10 | 32 | 8 | -1.4
> CCC1SC2=NC(C)=C(C(=O)OC)C(c3ccc(C(=O)OC)cc3)N2C1=O (centres undefined)
  -1 | -2 | 5 | 9 | -10 | -9 | -3 | 0.1
> Nc1ccc(N=Nc2ccccc2)c2ccccc12
  -12 | 11 | -3 | 24 | -1 | -5 | -3 | 1.4
> CCCCN(C(=O)CSCc1ccc(C)cc1)c1c(N)n(Cc2ccccc2)c(=O)[nH]c1=O
  -1 | · | -3 | -28 | -17 | 5 | · | -1.7
> O=C(NCCNCc1ccccc1)c1ccco1
  0 | · | 12 | -88 | 6 | 18 | · | 0.3
> CNC(=O)CSc1nnc(-c2cccc(S(=O)(=O)N3CCOCC3)c2)n1-c1ccc(F)cc1
  4 | -1 | 0 | -4 | -8 | 14 | -9 | -0.1
> CCCC(=O)Nc1cc(-c2nc3ncccc3o2)ccc1Cl
  1 | 7 | -5 | -46 | 2 | 0 | 16 | 0.7
> CCN(CC)S(=O)(=O)c1ccc2c(c1)c(=O)c(C(=O)NCCCN(C)c1ccccc1)cn2C
  -8 | 4 | -4 | 13 | -18 | 23 | -2 | 3.1
> N#C/C(=C/C1=C(N2CCOCC2)C(=C/c2cccc([N+](=O)[O-])c2)/CC1)C(=O)Nc1ccccc1F
  0 | · | 0 | 36 | 4 | -7 | · | 8.5
> COc1cccc(COC(=O)C2CC(=O)N(Cc3ccco3)C2)c1OC (centres undefined)
  -1 | -6 | -3 | 8 | 5 | -18 | 3 | 0.4

Pulled one by one from the list above:
Order of values: NR3A LBD binder | SENP7 block | HKDC1 inhibitor | SENP8 block | ATG4B inhibitor | PfGluPho inh | SENP6 block | MPTP block
> O=C(/C=C/c1ccco1)c1ccc(NC(=O)C23CC4CC(CC(C4)C2)C3)cc1
  3 | -8 | 20 | -38 | 13 | 27 | -12 | 3.3
> c1ccc(-c2c[nH]c3[n+]2CCCCC3)cc1
  1 | 1 | -3 | 18 | 4 | -6 | -4 | 0.2
> Cc1ccc(-c2nc(N)sc2CC(=O)OCC(=O)N2C(C)CCCC2C)cc1 (centres undefined)
  -8 | 0 | -14 | 0 | -3 | 26 | -9 | 1.6
> CCN(CC)S(=O)(=O)c1ccc2c(c1)c(=O)c(C(=O)NCCCN(C)c1ccccc1)cn2C
  -8 | 4 | -4 | 13 | -18 | 23 | -2 | 3.1
> CNC(=O)CSc1nnc(-c2cccc(S(=O)(=O)N3CCOCC3)c2)n1-c1ccc(F)cc1
  4 | -1 | 0 | -4 | -8 | 14 | -9 | -0.1
> O=C(NCCNCc1ccccc1)c1ccco1
  0 | · | 12 | -88 | 6 | 18 | · | 0.3

(more compounds)
Order of values: NR3A LBD binder | SENP7 block | HKDC1 inhibitor | SENP8 block | ATG4B inhibitor | PfGluPho inh | SENP6 block | MPTP block
> CC(C(=O)Nc1ccccc1Oc1ccccc1)c1ccccc1 (centres undefined)
  -4 | 1 | 6 | 12 | 20 | -19 | -15 | 1.4
> Cc1cc(NC(=S)Nc2cccc3ccccc23)n[nH]1
  2 | 5 | 3 | -138 | -9 | 8 | -4 | 0.0
> O=c1ccc(-c2ccccc2)nn1Cc1ccccc1F
  -1 | -5 | -2 | -6 | 6 | -6 | 13 | 0.4
> N#C/C(=C\c1ccccc1)C(=O)N(c1ccccn1)C1CCCCC1
  -2 | -6 | -3 | 5 | 3 | 8 | -26 | 0.4
> Cc1ccc(-c2nn3c(C)nnc3s2)cc1NCc1c(F)cccc1Cl
  3 | -3 | 0 | -274 | -3 | 1 | -47 | 6.7
> CCc1ccc(S(=O)(=O)NCC(O)COc2ccc(OC)cc2)cc1 (centres undefined)
  -1 | -5 | 4 | 8 | -2 | -15 | 0 | 11
> Cn1cc(CN2CCCC(CO)C2)c(-c2ccc(Oc3ccccc3)cc2)n1 (centres undefined)
  -2 | 1 | -9 | 6 | 22 | -5 | -24 | 1.7
> CCC(C(=O)N/N=C(\C)c1cccnc1)c1ccccc1 (centres undefined)
  -21 | -16 | -4 | 28 | 2 | 0 | -5 | -0.3
> CCC(C)(C(=O)Nc1c(C)cccc1C)N(C)C(=O)c1ccc2ccccc2n1 (centres undefined)
  -1 | 5 | -1 | 10 | -2 | 8 | -10 | -0.1
> COc1ccccc1-c1cn[nH]c1-c1ccc(OCc2ccc([N+](=O)[O-])cc2)cc1O
  4 | 5 | -3 | 17 | -3 | -23 | -23 | 16
> NC(=O)CCn1c(C(=O)c2cccc([N+](=O)[O-])c2)c2ccccc2[n+]1[O-]
  -4 | 1 | -7 | 12 | 11 | -18 | 1 | -0.3
> CCOC1(OCC)C(c2ccc(Cl)cc2)C(C#N)(C#N)C1(OCC)OCC (centres undefined)
  0 | -11 | 2 | 15 | -5 | 14 | -20 | 3.4
> Cc1nc(-c2ccccc2)sc1C1(C)CC(c2cccc(F)c2)=NO1 (centres undefined)
  3 | -9 | -5 | 4 | -2 | 1 | -4 | -0.4
> Cc1ccc(/C=N/NC(=O)c2cc(-c3ccccc3)nc3ccccc23)o1
  -7 | 16 | -1 | 0 | -5 | 6 | -9 | -1.9
> O=C1CC(c2cccc(Cl)c2)C(n2cncn2)C(=O)C1C1NCCc2ccccc21 (centres undefined)
  9 | -4 | 4 | 9 | -10 | -5 | -8 | -4.2
> CN(C(=O)COC(=O)c1cccc(S(=O)(=O)N2CCCCCC2)c1)C1CCS(=O)(=O)C1 (centres undefined)
  1 | 1 | -7 | 16 | 5 | -13 | -3 | -0.5
> CSc1nc(C)cc(Oc2ccccc2)n1
  -1 | 7 | 8 | 9 | -1 | 0 | 0 | -0.5
> Cc1nc(SCC(=O)NC2CCCCC2C)nc(C)c1C (centres undefined)
  1 | -5 | -1 | -8 | -11 | -13 | -31 | -0.2
> O=C(NCc1ccccn1)C1CCN(S(=O)(=O)c2cccs2)CC1
  -2 | -2 | -7 | 7 | 2 | 4 | -4 | 1.0
> O=C(N/N=C/c1ccncc1)c1cccc(NC(=O)c2ccc(Cl)cc2)c1
  26* | 4 | -7 | 7 | -1 | 0 | -6 | 1.7
> CC1CCCN(CC(O)COc2ccc(-c3ccccc3)cc2)C1 (centres undefined)
  1 | -1 | -4 | 15 | -4 | -1 | -6 | 1.9
> COc1ccc(NC(=O)CCn2c(=S)[nH]c3ccccc3c2=O)cc1OC
  3 | -5 | -4 | 10 | 4 | -10 | 7 | -1.3
> CN1CCN(C(=O)c2ccc(S(=O)(=O)Nc3ccccc3)cc2)CC1
  -3 | 0 | -5 | 11 | 0 | 2 | -9 | -2.0
> Fc1ccc(-n2cc(CNCCc3ccccn3)c(-c3ccccc3Cl)n2)cc1
  2 | 5 | 0 | 0 | 0 | 14 | -4 | 72*
> C=CCN(Cc1cn(C)nc1-c1cccc(Cl)c1)C1CCS(=O)(=O)C1 (centres undefined)
  2 | -6 | -3 | 5 | 20 | 6 | -17 | -0.4
> O=C(NC1CCCCCC1)C1CCN(C(=O)Cc2ccccc2)CC1
  1 | -9 | -9 | 22 | -2 | -10 | -10 | -0.5
> CC(=O)NCCN1C(=O)S/C(=C\c2cccs2)C1=O
  0 | 7 | -9 | 26 | -4 | 24 | -1 | 0.0
> N#CC1=C(N)Oc2cc(N)ccc2C1c1ccccc1F (centres undefined)
  -1 | 5 | 2 | -232 | -4 | -8 | 4 | 0.1
> Cc1ccsc1C(=O)NCC(C)(C)N1CCOCC1
  0 | -1 | -4 | 13 | 4 | 2 | -5 | -0.4
> CNS(=O)(=O)c1ccc(Oc2ccc(S(=O)(=O)NC)cc2)cc1
  -1 | 2 | -5 | -4 | -2 | 24 | 1 | 5.1
> Cc1ccc(-n2ncc(C#N)c2N)cc1
  0 | -18 | -2 | 5 | 0 | 4 | -18 | 1.6
> Cc1ccccc1-c1nc(CN2CCCC2c2ccc(F)cc2)c(C)o1 (centres undefined)
  1 | 6 | -6 | -16 | 4 | -4 | -1 | -0.3
> COc1cc(C(=O)Nc2cc(C(F)(F)F)ccc2N2CCOCC2)ccc1O
  0 | 7 | -11 | 16 | -4 | 14 | -10 | -0.5
> O=C(COc1ccccc1)N1CCN(C(=O)c2ccccc2F)CC1
  2 | -9 | -5 | 1 | -1 | 6 | -25 | -0.4
> COc1ccc(-c2nc(CS(=O)(=O)CC(=O)NCCCN3CCOCC3)c(C)o2)cc1
  8 | 0 | -4 | 16 | -8 | 3 | 9 | -1.4
> Cc1noc(C)c1S(=O)(=O)N1CCC(C(=O)N2CCN(Cc3ccc4c(c3)OCO4)CC2)CC1
  -2 | 2 | -3 | 19 | -12 | -3 | 10 | -1.9
> c1ccc(SCCN2CCN(c3ccccc3)CC2)cc1
  -1 | 2 | -1 | 18 | -1 | -11 | -15 | 0.3
> O=C(CN1C2CCCC1CC(NC(=O)c1ccco1)C2)Nc1ccccc1C(F)(F)F (centres undefined)
  -2 | 0 | -1 | 18 | -3 | -1 | -8 | 3.4
> Cc1cc(C)n(Cc2ccc(NC(=O)c3nn(C)cc3[N+](=O)[O-])cc2)n1
  -1 | 6 | 2 | 7 | -6 | 6 | -2 | -0.7
> NC(=O)c1ccccc1Nc1nc(NCCO)nc(N2CCCC2)n1
  1 | -5 | 2 | -485 | -1 | -20 | -13 | 0.1
> CCOC(=O)C1=C(CSc2nc(-c3ccncc3)ccc2C#N)OC(N)=C(C#N)C1c1ccc(OC)cc1 (centres undefined)
  0 | 3 | 11 | -445 | 3 | 59* | -6 | 0.7
> O=C1CC(C(=O)NCc2ccccc2)C2(CCCC2)O1 (centres undefined)
  -1 | 0 | -8 | 0 | -15 | 1 | -19 | 0.5
> O=C(Cn1cnc2ccccc21)Nc1ccccc1-c1ccccc1
  0 | 11 | -9 | 20 | 1 | -4 | -5 | 0.8
> O=C(CSc1ccccn1)N1CCN(S(=O)(=O)c2ccc(Cl)cc2)CC1
  0 | 0 | -6 | 8 | -1 | 3 | 4 | -1.9

The order is random. About 6.9% of those tested had a hit in this group.
